Screening results as filed in PubChem.
TRb SRC2 PPI: disrupts binding of human TR beta to SRC2; P10828; TRbeta-SRC2 peptide binding, fluorescence polarization; receptor liganded with 1 µM T3; Potency, µM (doses to about 106 µM), inactives show at the highest dose activity change, negative = inhibition, most hits filed as inhibitors; 280,000 tested, 0.065% active;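 also: plate controls were bound peptide for no effect and peptide without receptor for full effect; nearly all actives have a fitted effect of over 50% in size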
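Assay buffer: 20 mM Tris-HCl, 100 mM NaCl, 10% glycerol, 1 mM EDTA, 0.01% NP-40, 1 mM DTT, 1 uM T3, 5% DMSO; TRb LBD 0.6 uM, Texas Red SRC2 20 nM; FP after 5 hr.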
GAA glycogen mod: inhibitors or activators of human alpha-glucosidase glycogen cleavage. Potency, µM (titrated, usually from 76.4 µM), without a hit: top-dose activity change, negative = inhibition, usual class: inhibitors. P10253. 300,000 tested, 0.38% active. recombinant GAA, glycogen substrate, Amplex Red glucose oxidase fluorescence;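 also: 0% = full enzyme reaction and -100% = no-enzyme basal signal; the screen sought inhibitors and activators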
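Natural-substrate format: glycogen cleavage by 4 nM human enzyme, glucose read by Amplex Red coupling (Ex 573, Em 610 nm). Normalized to enzyme and no-enzyme controls.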
L3MBTL1 inh: L3MBTL1 (human) inhibition; Q9Y468; AlphaScreen L3MBTL1–H3K9me1 peptide binding; Potency, µM (titrated, usually from 57.1 µM), for inactives: at the top dose activity, negative = inhibition, actives largely listed as inhibitors; 230,000 tested, 0.66% active; AID 485360; also: nearly all actives have a fitted effect of over 60% in size
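First, the protein-peptide complex forms for 30 min at room temperature (L3MBTL1 50 nM, biotinylated H3K9me1 peptide 75 nM). Next, compounds are pin-transferred and incubated 30 min. Finally, AlphaScreen beads are added and read after 30 min.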
GAA inh: inhibitors of human lysosomal alpha-glucosidase | P10253 | purified human GAA, 4-MU-alpha-glucoside fluorescence | Potency, µM (doses to about 76.9 µM), without a hit: at the top dose activity change, negative = inhibition, usual class: inhibitors | 200,000 tested, 0.005% active | AID 1466;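 also: plate controls were uninhibited enzyme wells for no effect and no-enzyme background for full effect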
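Endpoint fluorogenic read: 20 min room-temperature reaction of 4 nM human alpha-glucosidase with 400 uM 4-methylumbelliferyl-alpha-D-pyranoside, pH 5.0, quenched with 1M NaOH/1M glycine pH 10. AC50 from Hill modeling.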
RGS12 GoLoco inh: blocks human Gai1 binding to RGS12 GoLoco peptide, red readout; Gai1:RGS12 GoLoco peptide FP, rhodamine, 10 min; 230,000 tested, 0.44% active; AID 880; Potency, µM (doses to about 61.6 µM), without a hit: top-dose activity, negative = inhibition, most hits filed as inhibitors; P63096; active = well fitted inhibition curve with a large enough effect, not every such curve was filed as active; inactive = no such curve, though single readings can be large or run the other way; also: nearly all actives have a fitted effect of over 30% in size; many of its hits are not listed in these tables
Target sequence (P63096 whole entry, looked up): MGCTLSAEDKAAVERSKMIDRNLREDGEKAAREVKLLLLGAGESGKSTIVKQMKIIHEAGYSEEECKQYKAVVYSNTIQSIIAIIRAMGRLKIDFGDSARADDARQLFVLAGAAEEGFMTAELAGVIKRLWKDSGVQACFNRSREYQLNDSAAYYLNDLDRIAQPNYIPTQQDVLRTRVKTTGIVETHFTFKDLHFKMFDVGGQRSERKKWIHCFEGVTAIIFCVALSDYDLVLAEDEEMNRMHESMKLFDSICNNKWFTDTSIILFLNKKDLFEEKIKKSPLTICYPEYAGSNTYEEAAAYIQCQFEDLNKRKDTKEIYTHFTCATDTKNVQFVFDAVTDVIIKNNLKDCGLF
aGlu spleen mod: inhibitors or activators of human alpha-glucosidase in spleen homogenate. AID 2112. Potency, µM (titrated, usually from 79.9 µM), for the others: at the top dose activity change, negative = inhibition, hits mostly inhibitors. 240,000 tested, 0.006% active. human spleen homogenate, 4-MU-alpha-glucoside fluorescence;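 also: 0% = enzyme with vehicle and -100% = no enzyme basal signal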
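Human spleen homogenate (1 ug) incubated with compounds and 1 mM 4-methylumbelliferyl-alpha-D-glucopyranoside in pH 5.0 citrate/phosphate buffer, 37 C, 40 min. Stopped at pH 10; 4-MU fluorescence (Ex 365/Em 440 nm); AC50 by Hill fit.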
TR SRC2 fluor cs: counter-screen for TRb-SRC2 inhibitors: fluorescence interference; Potency, µM (highest dose often 106 µM), inactives show at the top dose fluorescence change, negative = quenching; TRb/SRC2 Texas Red total fluorescence interference; AID 1479; 280,000 tested, 0.29% active; active = well fitted curve in either direction with a large enough effect; inconclusive = small, poorly fitted or top-dose-only effect
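Human TRb ligand-binding domain at 0.6 uM with 20 nM Texas Red SRC2 peptide in Tris buffer containing 1 uM T3 and 5% DMSO, incubated with compound 5 h at ambient temperature. Total fluorescence (555/632 nm) calculated as parallel + 2 × perpendicular.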
RECQ1 helicase: RECQ1 (human) helicase inhibition; AID 2549; 240,000 tested, 0.54% active; RECQ1 DNA unwinding, red fluorescence kinetic read; Potency, µM (titrated, usually from 57.3 µM), without a hit: top-dose activity, negative = inhibition, usual class: inhibitors;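 also: plate controls were vehicle for no effect and no enzyme for full effect; nearly all actives have a fitted effect of over 30% in size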
Target sequence (P46063 whole entry, looked up): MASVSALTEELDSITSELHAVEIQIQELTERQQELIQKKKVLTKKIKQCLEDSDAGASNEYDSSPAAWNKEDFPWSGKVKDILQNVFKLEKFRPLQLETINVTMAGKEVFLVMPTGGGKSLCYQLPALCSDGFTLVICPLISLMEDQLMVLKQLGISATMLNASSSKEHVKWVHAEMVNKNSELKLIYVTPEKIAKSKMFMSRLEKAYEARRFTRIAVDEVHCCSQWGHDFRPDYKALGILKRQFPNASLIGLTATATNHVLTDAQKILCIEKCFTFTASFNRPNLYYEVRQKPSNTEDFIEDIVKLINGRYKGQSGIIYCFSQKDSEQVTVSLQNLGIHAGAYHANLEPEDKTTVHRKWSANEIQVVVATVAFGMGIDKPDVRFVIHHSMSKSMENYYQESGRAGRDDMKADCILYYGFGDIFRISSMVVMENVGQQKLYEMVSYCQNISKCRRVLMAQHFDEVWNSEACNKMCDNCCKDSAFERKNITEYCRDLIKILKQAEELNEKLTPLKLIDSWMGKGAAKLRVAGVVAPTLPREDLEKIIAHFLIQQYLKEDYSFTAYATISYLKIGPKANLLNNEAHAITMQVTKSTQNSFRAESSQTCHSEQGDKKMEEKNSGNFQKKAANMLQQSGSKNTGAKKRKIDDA
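RECQ1T1 50 nM; forked duplex (20 bp + 30-nt ss tails) 200 nM, ATP 2 mM final; pH 8.0, 2 mM MgCl2, 2.5 ug/ml poly(dI-dC); 15 min compound preincubation; discontinuous kinetic read over 2 h at RT.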
Numbers without * were called inactive; i = inactive; ? = inconclusive; . = not tested or not shown; & = joins results of further samples; [ ] = remark or other dose. Unless noted, calls follow the shape of the dose curve; as a rule, active = well fitted curve in the direction sought with a large enough effect; inconclusive = small, poorly fitted or top-dose-only effect, or another doubt; inactive = no such curve, though single readings can be large; an effect the other way counts as inactive or inconclusive. Unless noted, % is scaled to controls: 0 for no effect and ±100 for the full control effect; potency is read from the fitted curve at half-maximal effect.

mol | TRb SRC2 PPI | GAA glycogen mod | L3MBTL1 inh | GAA inh | RGS12 GoLoco inh | aGlu spleen mod | TR SRC2 fluor cs | RECQ1 helicase
CCCn1cc(CN2CCCC(C(=O)c3cccc(OC(C)C)c3)C2)c(C)n1 (stereo unspecified) | 5%[53 µM] | 15% | -4% | ? | 0% | 3% | 0%[53 µM] | 18%
Cc1ccccc1COc1ccc2oc(C)c(C(=O)O)c2c1 | 6% | 0% | 5% | . | 4% | 5% | 2% | -2%
COc1ccc(C(=O)Nc2ccc(S(=O)(=O)Nc3onc(C)c3C)cc2)c(OC)c1 | -1% | 6% | . | ? | 11% | 4% | -3% | -8%
O=C1c2ccccc2C(=O)N1CCc1csc(-c2cccc(F)c2)n1 | -4% | 0% | 20% | 0% | -13% | 4% | -6% | i
COCCNC(=O)C(c1cccc(OC)c1)N(Cc1cccs1)C(=O)Cn1nnc2ccccc21 (stereo unspecified) | 1% | 6% | 2% | 4% | 7% | 4% | 0% | i
CCOC(=O)Cn1nc(C)c([N+](=O)[O-])c1C | 5% | -2% | . | -8% | 2% | -4% | -1% | -2%
CC/C(=N\O)C(C)(C)/[N+]([O-])=C/c1ccc(Br)cc1 | 4% | ? | ? | -4% | -13% | -1% | 2% | i
CNC(=O)COc1cccc(C(=O)NCc2ccccc2)c1 | -4% | -4% | 11% | -12% | . | -15% | -5% | -7%
C[C@@H](C(=O)N1CCN(C(=O)OC(C)(C)C)CC1)n1cc(-c2cn([C@@H](C)C(=O)N3CCN(C(=O)OC(C)(C)C)CC3)nn2)nn1 | 0% | 6% | . | . | -3% | -1% | 2% | i
O=C(Cc1cnc2ncnn2c1)N1CCc2c([nH]c3ccccc23)C1c1ccccn1 (stereo unspecified) | -6%[53 µM] | 2% | -4% | 8% | 5% | 4% | -1%[53 µM] | i
Cn1c(=O)n(C)c2cc(C(=O)c3ccccc3)ccc21 | 0% | 2% | . | -2% | 11% | -2% | -3% | -12%
CC#CCN1c2ccccc2[C@]23C[C@@H](C(=O)OC)N(C(=O)COCc4ccccc4)C2=NC(C(=O)OC)=C(C(=O)OC)[C@H]13 | 9%[11.2 µM] | . | . | . | -5%[14.2 µM] | -8%[17.4 µM] | 1%[11.2 µM] | 1%[11.5 µM]
Cc1cnc(C(=O)N2CCCC(C(=O)c3ccc(Cl)cc3C)C2)cn1 (stereo unspecified) | 3% | 1% | 5% | -14% | 11% | -5% | -1% | -6%
CC(C)(C)n1nnnc1C(c1cccnc1)N(Cc1ccccc1)Cc1cccs1 (stereo unspecified) | 1% | -8% | -4% | -6% | 6% | -7% | 0% | -16%
CCC(C)(C)n1nnnc1C(c1cc2cc(C)cc(C)c2[nH]c1=O)N1CCN(C(=O)c2ccco2)CC1 (stereo unspecified) | -1% | -5% | 3% | 10% | 1% | -1% | -4% | -1%
O=c1c2cc3c(nc2[nH]c(=S)n1-c1ccccc1)CCCC3 | -2% | -1% | 2% | . | 7% | -7% | -1% | -1%
Cc1ccc(C(=O)NC(=S)NCc2cccnc2)cc1 | 2% | -12% | 4%[11.4 µM] | 1% | 18% | 2% | -1% | i
COc1ccccc1-c1n[nH]c(=S)n1-c1ccccc1 | -23% | -22% | -4% | 5% | 6% | 1% | 0% | 19%
CCn1c(/C=C/c2c(C)n(CC)c3ccccc23)nc2ccccc2c1=O | 1% | 11% | 1% | -1% | 2% | -8% | 9% | -3%
CCOC(=O)c1c(-c2ccc(C)cc2)csc1NC(=O)c1ccc(N2C(=O)CCC2=O)cc1 | -1% | 12% | 3% | -1% | -2% | -5% | -7% | -5%
Cc1nc(/N=C(\N)Nc2ccccc2)nc2ccccc12 | -12% | 0% | 5% | -3% | 13% | 1% | 0% | ?
COc1ccccc1N1C(=O)C2ON(c3ccccc3)C(c3ccc(N(C)C)cc3)C2C1=O (stereo unspecified) | 2% | -17% | -19% | -1% | -18% | 4% | -2% | -1%
COc1ccc(/C(C)=N/OC/C(O)=C(\C#N)c2nc3ccccc3[nH]2)c(OC)c1 | -3% | -7% | 11% | -2% | 24% | 9% | -13% | -1%
N#C/C(=C(/O)c1ccc([N+](=O)[O-])cc1)c1nnc2n1CCCCC2 | 9% | 7% | -1% | 0% | 62% | 4% | 0% | -6%
COc1cc(C(=O)NC(=S)Nc2ccc([N+](=O)[O-])cc2C)cc(OC)c1OC | -5% | -3% | -4% | -2% | 0% | -10% | -5% | -1%
Cc1nn(-c2ccccc2)c(N2CCCC2)c1/C=N/NC(=O)c1cc(-c2ccccc2)nc2ccccc12 | 6% | 3% | -4% | -12% | 78%[activator] | -3% | 6% | -2%
Cc1cc(C)nc(Sc2c(C)n[nH]c2C)n1 | -21% | 4% | -1% | 0% | -2% | -22% | 0% | i
Cc1ccc(N2C(=O)CC(N3CCN(C4CCc5ccccc5C4)CC3)C2=O)cc1 (stereo unspecified) | 10% | -6% | 6% | -2% | 5% | -7% | 0% | 12%
Cc1ccc(N2C(=O)C(O)(C(F)(F)F)C3=C2CC(C)(C)CC3=O)cc1C (stereo unspecified) | . | 1% | 6% | -1% | 5% | -7% | . | -15%
COc1ccc(-n2c(C)cc(C(=O)CN3CCC(C)CC3)c2C)cc1 | 3% | 0% | -8% | 1% | 10% | -7% | -1% | -11%
Cc1ccc(N2CCCn3c2cc(C)c(C#N)c3=O)cc1C | -4% | 4% | 2% | -5% | 0% | ? | -2% | 0%
CCn1c(SCC(=O)Nc2ccc(OC)c(OC)c2)nnc1-c1cccs1 | -1% | -21% | 3% | 5% | . | 1% | 0% | i
COc1ccccc1-c1c(C)nn2c(C)cc(C)nc12 | -2% | 4% | 8% | -4% | 5% | -1% | 0% | -2%
Cn1c(=O)[nH]c(=O)c2c1nc(N1CCCC1)n2CCCSc1nc2ccccc2o1 | -9% | -4% | 1% | 6% | 1% | -6% | -7% | -7%
CCSc1nc(CC)c2c(c1C#N)CCCC2 | -3% | -1% | 65%[activator] | -5% | 3% | -3% | -1% | i
Cc1ccc(OCCn2cccn2)c(C)c1 | 5% | 0% | . | -1% | -1% | 4% | -2% | -1%
Cn1c(=O)oc2cc(S(=O)(=O)NCCN3CCN(c4ccccc4)CC3)ccc21 | 1% | 18% | . | -7% | 4% | -3% | -2% | -7%
O=C(NNC(=S)NC1CCCCC1)c1ccccc1Cl | -3% | -30% | 8% | 2% | 7% | -4% | -2% | i
C=CCNC(=O)/C(=C/c1cccc([N+](=O)[O-])c1)NC(=O)c1ccco1 | 0% | 19% | 4% | ? | 18% | 0% | -3% | i
Cc1ccc(C(=O)CSc2ncnc3sc4c(c23)CCCC4)cc1 | 2% | 24% | 4% | -4% | 11% | -2% | -7% | -7%
CC(C)N1CCN(Cc2ccc(OCc3ccccc3)cc2)CC1CCO (stereo unspecified) | 2% | -9% | -3% | -3% | 2% | 8% | -4% | -6%
COC(=O)c1cc(NC(=O)Cc2ccccc2[N+](=O)[O-])cc(C(=O)OC)c1 | -15% | 5% | -8% | -2% | -3% | -3% | 0% | -11%
O=C(CC(CC(=O)c1ccccc1)C(=O)O)c1ccccc1 | -7% | 5% | . | 0% | 5% | -3% | -2% | 5%
Nc1c2c(nc3ccn(-c4ccccc4)c(=O)c13)CCCCC2 | 4% | -1% | 5% | 1% | 2% | 0% | 1% | -7%
COc1ccc(S(=O)(=O)N2CCN(Cc3c[nH]c4ccccc34)CC2)cc1 | 1% | 1% | -1% | -2% | -1% | -19% | 5% | i
CC(NCc1ccc(OCc2ccc(Cl)cc2)cc1)C(O)c1ccccc1 (stereo unspecified) | -4% | 4% | -1% | -11% | -8% | 1% | -1% | i
O=C(Nc1ncc(Cc2cc(Cl)ccc2Cl)s1)c1ccc([N+](=O)[O-])cc1 | -2% | 0% | -7% | 1% | -7% | -12% | -7% | 11%
O=C(c1cnc2ccc(Cl)cc2c1Cl)N1CCOCC1 | 0% | 27% | 11% | 3% | -5% | 5% | 0% | -3%
Cc1cs/c(=N\N=C\c2ccc(O)cc2)n1Cc1ccco1 | -3% | 6% | -19% | ? | 13% | 3% | -5% | -9%
O=C(CSc1nc2ccccc2c(=O)n1CC1CCCO1)NCC1CCCO1 (stereo unspecified) | 3% | 2% | 3% | 2% | -2% | -8% | -3% | 7%

The closing four compounds of the part above are carried over, then new ones follow:
mol | TRb SRC2 PPI | GAA glycogen mod | L3MBTL1 inh | GAA inh | RGS12 GoLoco inh | aGlu spleen mod | TR SRC2 fluor cs | RECQ1 helicase
O=C(Nc1ncc(Cc2cc(Cl)ccc2Cl)s1)c1ccc([N+](=O)[O-])cc1 | -2% | 0% | -7% | 1% | -7% | -12% | -7% | 11%
O=C(c1cnc2ccc(Cl)cc2c1Cl)N1CCOCC1 | 0% | 27% | 11% | 3% | -5% | 5% | 0% | -3%
Cc1cs/c(=N\N=C\c2ccc(O)cc2)n1Cc1ccco1 | -3% | 6% | -19% | ? | 13% | 3% | -5% | -9%
O=C(CSc1nc2ccccc2c(=O)n1CC1CCCO1)NCC1CCCO1 (stereo unspecified) | 3% | 2% | 3% | 2% | -2% | -8% | -3% | 7%
CC(C)n1c(N2CCN(CC(=O)NCc3cccs3)CC2)nc2ccccc21 | 6% | 5% | . | -5% | -1% | -12% | -8% | i
COc1ccc(CNC(=O)c2cc3cc(OC)ccc3oc2=O)cc1 | 3% | -3%&15%[76.3 µM] | 7% | . | . | . | 5% | .
CCN(CC)c1ccc(NC(=O)CSc2nc3ccccc3c(=O)n2-c2cc(S(=O)(=O)N(C)C)ccc2C)cc1 | -10% | 7% | -16% | -1% | 2% | -3% | 1% | -1%
Clc1cccc2sc(N3CCCCC3)nc12 | 0% | -12% | 2%[11.4 µM] | -9% | 2% | -2% | -3% | -9%

These rows are one share of the data (hit frequency here may not be typical).
